# Screening results as filed in PubChem BioAssay.
# Pemphigus Ab inh: inhibitors of pemphigus antibody binding to DSG3, primary screen, biochemical, bead-based, flow cytometry, scFv-GFP; Desmoglein-3 (Homo sapiens), P32926; DSG3-coupled beads, scFv-anti-DSG3-GFP binding; stronger effect = lower value; binding (percent of control), % at 10 µM; 0.48% of 310,000 active;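 active means binding more than 3 SD below its plate's average and above zero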;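 further: hits lower antibody fragment binding to DSG3; some compounds called inactive have numbers as strong as hits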
# HTR5A ag ctr: HTR5A agonists in luminescence cell assay, primary screen, counter-screen for OPRM1-OPRD1 heterodimer agonist project, full-deck HTS; 5-hydroxytryptamine receptor 5A (Homo sapiens), P47898; activation, % at 9.3 µM; cell-based; 0.61% of 340,000 active; in the data active means activation mostly above about 9.5%, no sharp cut-off; inactive means mostly below about 7.6%;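 further: 0% = cells with vehicle only and 100% = reference agonist; strong numbers were not always called active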
# V-ATPase pH: regulators of yeast V-ATPase proton pumping, primary screen, pHLuorin cytosolic pH fluorescence | S. cerevisiae | 0.37% of 350,000 active | response, % at 10 µM; in the data active means response mostly above about 7.3%, no sharp cut-off; inactive means mostly below about 5.4%; further: actives read high; inactives centre near 0; some compounds called inactive have numbers as strong as hits; reference of the scale not given here
# PKA-R1A act: activators of PKA-R1A holoenzyme, primary screen, biochemical, fluorescence polarization, Cy5-IP20, bovine R1A, mouse PKAc; 0.083% of 340,000 active; PKA-R1A dissociation; scaled: DMSO 0%, 113 µM cGMP 100%; AID 504707, 2011; cAMP-dependent protein kinase type I-alpha regulatory subunit (Bos taurus) + …; activation, % at 11.4 µM;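 active means percent activation above the mean of all tested compounds plus 3 SD, cut at about 19% in these data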;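 further: higher means more PKAc released from R1A so a rise in polarization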
# HTR5A inv ag: HTR5A inverse agonists in luminescence cell assay, primary screen, counter-screen for OPRM1-OPRD1 heterodimer inverse agonist project, full-deck HTS. 5-hydroxytryptamine receptor 5A (Homo sapiens), P47898. HTR5A cell line, inverse agonism. inhibition, % at 9.3 µM. 0.083% of 340,000 active; in the data active means inhibition mostly above about 23%, no sharp cut-off; inactive means mostly below about 18%;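 further: 0% = cells with DMSO and 100% = no-cell wells with DMSO; some compounds called inactive have numbers as strong as hits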
# MOR-DOR ag: agonists of OPRM1-OPRD1 heterodimerization, primary screen, cell-based, luminescence | cells | activation, % at 9.3 µM | 0.3% of 340,000 active | AID 504326, 2011; in the data active means activation above about 18%;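 further: 0% = vehicle-treated cells and 100% = reference agonist; values of inactives mirror those of a sister screen read the other way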
# Arr AP2 block: inhibitors of beta-arrestin/AP2 binding, primary screen, biochemical, GPCR trafficking, flow cytometry | beta-arrestin 1 C-terminal peptide binding to AP2 beta2-adaptin appendage (human) | FITC-arrestin peptide / GST-AP2 beads; AP2 beta2 appendage carries R879A mutation | inhibition, % at 10 µM | 0.31% of 340,000 active;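 active means inhibition above a set limit, near 3 SD of compounds lacking own fluorescence, cut at about 54% in these data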;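 further: plate controls were DMSO wells for no effect and 5 µM unlabelled arrestin peptide for full effect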
#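 System: GST-AP2 R879A glutathione beads; medium: PBS, Tween 20 0.05%, BSA 0.1%; reagent: fluorescein-tagged arrestin peptide at 50 nM final; schedule: pre-incubation 12 min, peptide binding 1 h, room temperature; detection: flow cytometry, FL1 (488/535 nm); read-out: inhibition as reduced fluorescein signal on beads, percent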
# OPRM1-OPRD1 inv: inverse agonists of MOR-DOR heterodimerization, primary screen, cell-based, luminescence; inhibition, % at 9.3 µM; 0.21% of 340,000 active; Mu-type opioid receptor (Homo sapiens) + Delta-type opioid receptor (Homo sapiens), …; AID 504357, 2011; cell-based MOR-DOR heterodimer luminescence, inverse agonism; in the data active means inhibition above about 22%, passing the limit was not always enough;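 further: 0% = cells with DMSO and 100% = wells without cells with DMSO; values of inactives mirror those of a sister screen read the other way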
# DAGLB inh: DAGLB lipase inhibitors, primary screen, biochemical, fluorescence, HTS; HEK293T DAGLB membrane lysate, EnzChek fluorogenic substrate; inhibition, % at 5.17 µM; 0.059% of 340,000 active; in the data active means inhibition above about 34%;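 further: 0% = enzyme with vehicle and 100% = wells lacking enzyme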
# PKA-R2B activ: activators of PKA-R2B holoenzyme, primary screen, biochemical, fluorescence polarization, Cy5-IP20, human; PKA-R2B holoenzyme dissociation; R2B truncated from residue 108, S112A mutant; 0% DMSO only, 100% 113 µM cGMP; activation, % at 11.4 µM; 0.079% of 340,000 active;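 active means activation above a cutoff set at the mean over all compounds plus 3 SD, cut at about 18% in these data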;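 further: higher means more holoenzyme dissociation and a rise in polarization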
# * hit, by the source's call; & = joins results of further samples. The list is partial; the hit share may differ from the screen's.
SMILES,Pemphigus Ab inh,HTR5A ag ctr,V-ATPase pH,PKA-R1A act,HTR5A inv ag,MOR-DOR ag,Arr AP2 block,OPRM1-OPRD1 inv,DAGLB inh,PKA-R2B activ
CC[C@@H]1C(=O)OC[C@@H]1Cc1cncn1C,102,5&5,-3&-2,1&3,-8&-16,-1.5&-2.2,-2&-3,8&12,2&1,2&1
